K1F lysis inhibition: protection from phage-mediated lysis, alamar blue read-out – E. coli UTI89, K1F phage, bacterial capsule biogenesis inhibitors (AID 488966); E. coli UTI89 K1F phage lysis, alamar blue, 2 h; higher % means a stronger effect; inhibition, % at 100 µM; hits with a dose series show IC50 in µM; 0.02% of 340,000 active;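 active means phage lysis inhibition, versus mean bacterial control, above a set limit; inconclusive means no clear call, values can overlap the other calls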;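 further: capsule biogenesis inhibitors block K1F phage lysis so surviving cells raise fluorescence; higher fluorescence means more inhibition of phage lysis; actives were called in the ten point dose series up to 300 µM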
GPR35 arrestin U2OS: inhibition of zaprinast-stimulated GPR35 beta-arrestin translocation – imaging, U2OS, beta-arrestin-GFP, zaprinast agonist, primary screen (AID 2058) | one-dose inhibition, % at 10 µM; IC50 in µM for titrated hits | U2OS GPR35 beta-arrestin-GFP translocation imaging, zaprinast antagonism; higher % means a stronger effect | 0.052% of 290,000 active;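 active means inhibition of at least 50% with at least 30 cells and total cytoplasm GFP at most 10,000,000; inconclusive means under 30 cells or total GFP of 10,000,000 plus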
AID2073: inhibitors of Mint1-CaV2.2 protein interaction, biochemical, HTRF (AID 2073). HTRF protein-protein interaction, Mint1-CaV2.2; higher % means a stronger effect. inhibition, % at 20 µM, or IC50 in µM where a hit was titrated. 0.19% of 290,000 active; in the data active means inhibition mostly above about 51%, no sharp cut-off; inconclusive means no clear call, values can overlap the other calls; inactive means mostly below about 53%; further: some results filed as inactive read as strong as hits
GPR55 beta-arrestin: GPR55 agonists via beta-arrestin recruitment, primary screen, imaging, U2OS cells, beta-arrestin-GFP redistribution (AID 1961). activation, % at 10 µM; hits with a dose series show EC50 in µM. U2OS GPR55 beta-arrestin-GFP redistribution imaging; higher % means a stronger effect. 0.048% of 290,000 active;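 active means activation above 40% with more than 50 cells counted in the well; inconclusive means wells holding fewer than 50 cells, flagged as toxic or sparse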;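 further: U2OS osteosarcoma cells stably expressing GPR55 and beta-arrestin-GFP; plate controls were DMSO negative control for no effect and LPI positive control for full effect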
GPR55 antagonists: GPR55 antagonists blocking LPI-driven arrestin recruitment, primary screen, imaging, U2OS, beta-arrestin-GFP, LPI agonist (AID 2013) | one-dose inhibition, % at 10 µM; IC50 in µM for titrated hits | U2OS GPR55 beta-arrestin-GFP translocation imaging, LPI antagonism; higher % means a stronger effect | 0.13% of 290,000 active;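 active means spots per cell inhibited over 60%, with over 100 cells counted and total cytoplasm intensity under 500,000; inconclusive means wells with under 100 cells, flagged as likely toxic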;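 further: U2OS cells stably carrying GPR55 and arrestin-GFP stimulated by 5 µM LPI near EC80; imaged beta-arrestin-GFP aggregate spots per cell after agonist stimulation; plate controls were LPI-stimulated DMSO wells for no effect and DMSO wells without LPI for full effect; some results filed as inactive read as strong as hits; confirmed hits need IC50 under 10 µM and bright autofluorescent wells are also inconclusive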
NS5 inhibitors: flavivirus cap methylation enzyme inhibition – biochemical, confirmation dose response, primary screen (AID 588689); Dengue-2 NS5 methyltransferase capping enzyme assay, biochemical; higher % means a stronger effect; inhibition, % at 25 µM, or IC50 in µM where a hit was titrated; 0.3% of 340,000 active; in the data active means a potency from the dose series; inconclusive means inhibition above about 29% without an active follow-up result
HIV fusion peptide: inhibitors of HIV fusion peptide binding, primary screen, biochemical, uHTS, fluorescence dequenching (AID 1986) | cell-free peptide binding, fluorescence dequenching, 30 min; higher % means a stronger effect | inhibition, % at 20 µM, or IC50 in µM where a hit was titrated | 0.3% of 290,000 active; in the data active means inhibition mostly above about 52%, no sharp cut-off; inactive means mostly below about 76%; further: some results filed as inactive read as strong as hits
Siah-1 displacement: Siah-1 peptide-binding antagonists, primary screen, biochemical, fluorescence polarization, rhodamine-plectin, uHTS (AID 1817); Siah-1 / rhodamine-plectin peptide fluorescence polarization; higher % means a stronger effect; 0.02% of 290,000 active; one-dose displacement, % at 20 µM; IC50 in µM for titrated hits;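 active means displacement of at least 50% at 20 µM, with a fluorescence ratio check between 0.3 and a set limit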;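 further: plate controls were Siah plus tracer with DMSO for no effect and tracer alone without Siah for full effect; strong numbers were not always called active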
NTR1 ag: agonists of NTR1, primary screen, imaging, U2OS cells, beta-arrestin-GFP, high content (AID 493036); activation, % at 20 µM; NTR1-U2OS beta-arrestin-GFP spot imaging, agonist mode; 0.17% of 330,000 active; P30989;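 active means activation at or above 40% of the spot to cytoplasm intensity ratio, with at least 20 cells analyzed; inconclusive means wells under 20 cells, flagged as cytotoxic or low count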;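 further: 0% = DMSO without peptide and 100% = 100 nM NTR1 peptide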
Target sequence (P30989 whole entry, looked up): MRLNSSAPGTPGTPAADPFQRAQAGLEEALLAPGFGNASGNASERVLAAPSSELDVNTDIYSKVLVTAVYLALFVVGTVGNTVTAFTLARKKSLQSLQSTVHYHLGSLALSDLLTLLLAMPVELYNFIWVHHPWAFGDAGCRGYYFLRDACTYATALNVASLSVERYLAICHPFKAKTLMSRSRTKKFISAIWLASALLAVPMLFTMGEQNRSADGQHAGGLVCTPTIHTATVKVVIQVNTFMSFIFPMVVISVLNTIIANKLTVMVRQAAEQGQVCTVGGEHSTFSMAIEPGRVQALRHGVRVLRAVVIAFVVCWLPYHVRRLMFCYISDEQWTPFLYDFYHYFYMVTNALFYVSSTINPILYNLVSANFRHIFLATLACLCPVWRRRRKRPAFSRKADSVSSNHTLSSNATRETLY
NTR1 ag cell count 20 µM: recorded beside NTR1 ag, whose call it bears; cell count; measured here: cell count, cytotoxicity flag
NS5 inhibitors pilot replicate: further read-out of NS5 inhibitors, marked with its call; inhibition, %; measured here: pilot screen replicate inhibition
Active calls of the source: *; ? = inconclusive; nt = no result given; [ ] = remark or other dose.

SMILES	K1F lysis inhibition	GPR35 arrestin U2OS	AID2073	GPR55 beta-arrestin	GPR55 antagonists	NS5 inhibitors	HIV fusion peptide	Siah-1 displacement	NTR1 ag	NTR1 ag cell count 20 µM	others
c1ccc(CNc2nnnn2-c2ccccc2)cc1	-0.4%	-6%	-10%	0.4%	21%	-11%	0.0%	4%	0.3	79
Cc1noc(NS(=O)(=O)c2ccc(NC(=O)C(CC(C)C)N3C(=O)c4ccccc4C3=O)cc2)c1C (configuration not stated)	2.0%[50 µM]	2%	0%	-0.2%	-4%	-2%	7.5%	2%	-1.2	52
COc1ccc(OCCCSc2ncccn2)cc1	0.3%	-12%	-19%	-0.2%	-25%	-1%	-1.0%	0%	1.5	39
CCN(CC(=O)NCc1ccc(Cl)cc1)C(=O)c1cc(OC)cc(OC)c1	-0.2%	7%	1%	0.1%	-8%	-7%	0.5%	1%	-1.1	41
Cc1nnc(SC(C)C(=O)NCC2CCCO2)n1-c1ccccc1 (configuration not stated)	0.5%	12%	4%	0.4%	18%	2%	0.4%	-3%	-1.0	77
COc1ccc(N(CC(=O)NCCc2ccccc2)C(=O)CCC(=O)Nc2nccs2)c(OC)c1	-0.1%	7%	0%	0.7%	3%	2%	-0.9%	3%	-0.3	50
Nc1nc(NCC2CCCO2)nc(Nc2ccc(Cl)cc2)c1[N+](=O)[O-] (configuration not stated)	-1.2%	-9%	12%	-0.1%	6%	-1%	0.1%	9%	6.8	51
CC1CCC/C(=C\Nc2ccc(C(=O)O)c(O)c2)C1=O (configuration not stated)	-0.1%[50 µM]	8%	18%	-0.1%	-8%	8%	-0.3%	2%	0.7	54
O=S(=O)(NC1=NCCC1)c1ccc(F)cc1	4.1%	-1%	-7%	-0.2%	-2%	2%	-0.6%	-2%	-1.1	58
COC(=O)c1ccc(C(=O)N(C)C2CCCN(Cc3ccccc3F)C2)nc1 (configuration not stated)	-1.1%	0%	12%	0.0%	14%	0%	-2.5%	-8%	0.0	53
Cc1c(C(=O)N2CCCCC2)c(S(=O)(=O)NCCc2ccccc2)c(C)n1C	1.3%	7%	7%	0.0%	15%	-8%	1.1%	-2%	-1.0	76
C=CCn1c(SCc2ccc(F)cc2)nnc1-c1sc2nc(C)cc(C)c2c1N	nt	-7%	22%	-0.1%	20%	nt	0.4%	4%	0.6	66
Cc1ccc(S(=O)(=O)N2CCN(C(=O)c3cccc(F)c3)CC2)cc1	0.8%	10%	17%	-0.1%	-2%	4%	2.0%	1%	-0.5	53
O=c1oc(-c2ccc([N+](=O)[O-])cc2)nc2ccccc12	1.1%	-12%	0%	-0.4%	5%	1%	-0.8%	-8%	-1.0	36
O=C(NNC(=O)c1ccccc1Br)c1ccc2nc[nH]c2c1	1.4%[50 µM]	-20%	19%	-0.1%	-49%	5%	2.5%	43%	-0.7	64
Cc1nn(-c2ccccc2)nc1C(=O)NNC(=O)c1cccc2ccccc12	1.2%	-6%	16%	0.0%	20%	-3%	-1.7%	5%	2.5	49
Cc1[nH]c2ccccc2c1C(=O)CSC(=S)N(C)C	-0.1%	13%	16%	-0.3%	15%	-2%	-0.1%	9%	3.6	56
CC1CC(C)CN(C(=O)C2CC(=O)N(c3ccc(F)cc3)C2)C1 (configuration not stated)	0.3%	0%	11%	-0.2%	7%	-12%	-0.4%	0%	-1.0	40
CCCCn1c(=O)[nH]c(=O)c2c1nc(Cn1ncc(Cl)c(Cl)c1=O)n2CCC	-1.5%	1%	1%	-0.1%	6.1µM*	-5%	-1.3%	3%	15	48
C/C(=N\OC(=O)c1c(-c2ccccc2Cl)noc1C)c1ccncc1	0.0%	3%	8%	0.3%	0%	-7%	-0.7%	6%	0.3	53
O=C(CSc1ccccc1)Nc1ccc(C(=O)Nc2cccc(O)c2)cc1	-0.3%	-18%	19%	0.2%	15%	-8%	-0.6%	1%	-1.6	32
CC(=O)c1ccc(-n2c(CCC(=O)O)ccc2-c2ccc(C)cc2)cc1	-0.1%	9%	4%	0.0%	8%	1%	1.9%	0%	0.7	58
CCOCc1nnc(NC(=O)C2CCN(C(=O)c3ccco3)CC2)s1	0.7%	11%	2%	-0.2%	-5%	2%	0.0%	0%	0.7	45
Fc1ccc(OCc2nc3ccccc3s2)cc1	1.1%	14%	-2%	0.9%	-2%	1%	0.7%	-1%	-0.6	49
CCOC(=O)Cn1c(=O)oc2cc(S(=O)(=O)N3CCc4ccccc43)ccc21	-0.5%	17%	1%	-0.1%	4%	-6%	1.1%	1%	8.6	63
Cc1cc(C)nc(SCc2nnc(SCC(=O)N3CCOCC3)o2)n1	0.1%	-5%	-1%	0.0%	16%	-1%	-2.3%	0%	-2.1	88
COC(=O)CSc1nnc(-c2cccs2)n1-c1ccc(Cl)cc1	0.1%	-14%	3%	-0.3%	10%	7%	-3.0%	7%	-0.6	71
CC1(C)Cc2c(C#N)c(N3CCN(C(=O)c4ccccc4Cl)CC3)nc(-c3ccco3)c2CS1	0.2%	-11%	56%	0.0%	-4%	-12%	1.2%	25%	2.4	49
CCOc1ccc(NC(=O)c2oc3ccccc3c2NC(=O)CC)cc1	nt	10%	-2%	-0.1%	12%	nt	-0.8%	-4%	4.9	87
CC(C(N)=O)N1C(=O)C2C3C=CC(C3)C2C1=O (configuration not stated)	0.0%	-16%	0%	-0.1%	8%	-3%	1.3%	-3%	0.4	92
CCCCNC(=O)CSc1nc2ccccc2c(=O)n1CC1COc2ccccc2O1 (configuration not stated)	0.7%	-16%	-2%	-0.2%	12%	-1%	-0.6%	1%	-0.4	90	NS5 inhibitors pilot replicate=1.5
COc1cccc(/C=N/n2c(COc3ccccc3)n[nH]c2=S)c1OC	-1.4%[50 µM]	3%	-32%	-0.1%	-4%	-3%	1.6%	-3%	-1.0	93
CCOc1ccccc1N(CC(=O)Nc1ccccc1C(=O)O)S(C)(=O)=O	0.1%	-1%	28%	0.9%	10%	1%	3.1%	10%	-0.4	100
O=C(COC(=O)c1ccccc1Cl)NCCC1=CCCCC1	0.3%	-4%	4%	-0.2%	5%	0%	-2.5%	-2%	-0.5	37
Cc1cccc(NC(=O)C2(c3ccc([N+](=O)[O-])cc3)CCCC2)c1	0.2%	6%	10%	0.0%	nt	-6%	0.9%	0%	0.0	76
O=C(COc1ccc(Br)cc1Cl)NC1CCN(Cc2ccccc2)CC1	0.1%	-8%	3%	0.0%	9%	-3%	-0.7%	0%	0.3	56
COc1cc2c(N3CCOCC3)cc(O)c(CC(=O)Nc3ccccc3)c2cc1OC	4.2%	-5%	6%	0.2%	-7%	2%	-0.2%	-6%	-1.2	91
Cc1ccc2c3c([nH]c2c1)C(=O)CC(C)(C)S3	2.1%	-9%	12%	0.2%	7%	4%	-1.8%	-1%	1.3	70
c1ccc(Oc2ccc(-n3cnnn3)cc2)cc1	6.5%	18%	1%	0.2%	5%	-2%	-0.6%	5%	1.6	62
NC(=O)c1sc2nc(-c3ccccc3)ccc2c1N	0.3%	2%	9%	0.3%	-3%	nt	2.8%	-4%	0.2	70

Random excerpt: 3 records from the list.
SMILES	K1F lysis inhibition	GPR35 arrestin U2OS	AID2073	GPR55 beta-arrestin	GPR55 antagonists	NS5 inhibitors	HIV fusion peptide	Siah-1 displacement	NTR1 ag	NTR1 ag cell count 20 µM	others
COC(=O)CSc1nnc(-c2cccs2)n1-c1ccc(Cl)cc1	0.1%	-14%	3%	-0.3%	10%	7%	-3.0%	7%	-0.6	71
Cc1[nH]c2ccccc2c1C(=O)CSC(=S)N(C)C	-0.1%	13%	16%	-0.3%	15%	-2%	-0.1%	9%	3.6	56
Cc1cc(C)nc(SCc2nnc(SCC(=O)N3CCOCC3)o2)n1	0.1%	-5%	-1%	0.0%	16%	-1%	-2.3%	0%	-2.1	88

Continued.
SMILES	K1F lysis inhibition	GPR35 arrestin U2OS	AID2073	GPR55 beta-arrestin	GPR55 antagonists	NS5 inhibitors	HIV fusion peptide	Siah-1 displacement	NTR1 ag	NTR1 ag cell count 20 µM	others
CC(C)c1nc2n[nH]c(N)c2c2c1CCC2	-2.1%	-7%	-1%	0.0%	1%	-10%	-1.7%	2%	-2.0	81
COc1ccc(C2CC(=O)Oc3c(C(CCN4CCN(c5ccccc5)CC4)c4ccc(N(C)C)cc4)c(OC)cc(OC)c32)cc1 (configuration not stated)	-0.5%	-4%	16%	-0.1%	5%	-10%	0.2%	-4%	0.6	101
CC(C)(C)C1CCc2c(sc(NC(=O)CSc3ncn[nH]3)c2C#N)C1 (configuration not stated)	-0.1%	-12%	7%	0.1%	-19%	-5%	7.2%	-3%	41*	90*
Cc1ccc(S(=O)(=O)N2CCN(C(=O)c3ccc(N4CCCCC4)c([N+](=O)[O-])c3)CC2)cc1	-0.3%[50 µM]	2%	11%	0.5%	12%	-1%	-0.5%	-3%	1.4	60
Cc1ccccc1NC(=O)c1ccc2c(c1)CCN2S(C)(=O)=O	1.3%	1%	-1%	-0.2%	-6%	nt	0.6%	0%	-1.1	53
Cc1cc(N2CCCCC2)nc(N2CCCCC2)n1	0.2%	-10%	-9%	-0.3%	3%	-22%	-0.1%	2%	0.8	99
CCOC(=O)C1=C(N)N2C(=O)C(C)SC2=C(C(=O)OCC)C1c1ccccc1 (configuration not stated)	0.1%	-8%	-19%	-0.3%	3%	nt	9.4%	0%	0.9	35
Cc1ccc(CSCCC(=O)NCCC2=CCCCC2)cc1	14%	0%	?	-0.2%	-10%	-1%	-1.2%	-6%	-0.2	62
CCOc1ccc(NC(=O)C2CCN(S(=O)(=O)c3cccs3)CC2)cc1	0.7%	-13%	31%	-0.2%	-3%	2%	-0.4%	-4%	0.0	44
O=C(Nc1ccc(Cl)cc1)c1ccc(CN2CCc3ccccc3C2)cc1	-0.4%	-1%	-6%	0.4%	8%	1%	-0.3%	4%	7.0	66

Assay outcomes from PubChem BioAssay.
